Screening data from PubChem.
NOD1 inhibition: NOD1 signaling inhibitors, primary screen, cell-based, luminescence, uHTS (AID 1578); NOD1-driven NF-kB luciferase reporter cells, luminescence; higher % means a stronger effect; one-dose inhibition, % at 4 µM; EC50 in µM for titrated hits; 290,000 tested, 1% active; in the data active means inhibition mostly above about 36%, no sharp cut-off; inactive means mostly below about 34%;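 further: HEK-293T reporter cells stimulated with the NOD1 agonist gamma-tri-DAP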
Ins promoter up: MIN6 insulin promoter up-regulation. z-score at 5 µM. MIN6 insulin promoter-GFP reporter, high-content imaging; active compounds read high. 190,000 tested, 0.3% active. AID 1625;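 active means z-score above 3 at 5 µM with at least 500 cells counted in the well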
MT stabilize HCS: microtubule stabilization, imaging screen | HeLa tubulin immunostaining HCS, 24 h; share of cells brighter than vehicle mean+2SD | 200,000 tested, 0.83% active | AID 2205 | % tubulin-high responders, % at 10 µM;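 active means plate Z-score above 3 for both tubulin-high and condensed-nucleus cell shares, with cell loss under 80%, at 10 µM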;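 further: anti alpha tubulin signal scored within the nucleus-defined area of each cell; some results filed as inactive read as strong as hits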
Yfh1-depleted yeast: mitochondrial function rescue without frataxin homolog – Friedreich's ataxia, plus single-dose screen, dose response (AID 1465); S. cerevisiae Yfh1-off respiration, WST-1 reduction, 72 h; higher fold induction means a stronger effect; one-dose fold induction at 50 µM; EC50 in µM for titrated hits; 220,000 tested, 0.074% active;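 active means fold induction of absorbance versus untreated yeast above a set limit, then at least 30% activation at any dose in follow-up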;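 further: activators that raise dye reduction in frataxin-depleted yeast; strong numbers were not always called active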
bCat nuc transl: beta-catenin nuclear translocation modulation. HeLa beta-catenin nuclear translocation, immunofluorescence imaging. nuclear translocation activity, % at 5 µM. 190,000 tested, 0.3% active. AID 1665;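 active means nuclear translocation activity above 50% at 5 µM, with a well cell count of 50 or more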;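 further: per-cell ratio of nuclear to cytoplasmic median beta-catenin stain intensity; plate controls were DMSO negative control for no effect and GSK-3 inhibitor IX positive control for full effect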
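Signal – beta-catenin immunofluorescence imaging with DAPI · Test system – human HeLa cell line · Dosing – 5 µM primary single dose, 0.1% DMSO, 0.02–20 µM confirmation series · Measure – % activation, nuclear-to-cytoplasmic median beta-catenin signal ratio per cell · Incubation – 24 h compound exposure at 37°C, 5% CO2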
Dynein transport: blocks dynein driven cargo transport along microtubules. 3617.4 mouse cells, GR-EGFP nuclear translocation imaging; test concentration mostly 20 µM; stimulated with dexamethasone, 1 µM; active compounds read low. z-score, hits read low. 220,000 tested, 0.47% active. AID 1381;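 active means plate z-score of nuclear minus cytoplasmic receptor signal below a set negative limit, without overly bright fluorescence or cell loss, cut at about -3.5 in these data, passing the limit was not always enough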;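 further: z-score of nuclear minus cytoplasmic ring GR-EGFP intensity difference per well; some compounds called inactive have numbers as strong as hits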
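medium = tetracycline-free induction medium containing charcoal-stripped FBS | probe or stimulus = dexamethasone, 1.0 µM final | timing = 48 h induction, then 1 h compound, then 30 min agonist, 37 °C | detection = automated 10x imaging of fixed Hoechst-stained cells | read-out basis = nuclear versus cytoplasmic GR-EGFP signal, averaged per well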
M17LAP inhibition: P. falciparum M17LAP inhibitors, primary screen, biochemical, fluorogenic H-Leu-NHMec substrate, 1536-well (AID 1619); recombinant M17LAP, H-Leu-NHMec fluorogenic kinetic assay; higher % means a stronger effect; one-dose inhibition, % at 30 µM; IC50 in µM for titrated hits; 220,000 tested, 0.38% active;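 active means compound inhibiting the enzyme by more than half at any dose during confirmatory dose-response retesting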;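 further: plate controls were full reaction with DMSO carrier for no effect and no enzyme background for full effect; strong numbers were not always called active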
Autophagy HCS: alters autophagy in cells | MEF GFP-LC3 puncta imaging; test concentration mostly 10 µM | calls only at 10 µM (by protocol) | 190,000 tested, 0.98% active;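 active means percentage of spot-positive cells more than 3 SD above its plate mean, without a fluorescence outlier flag or 80% toxicity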;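 further: spot-positive cell cutoff set from DMSO-treated cells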
HEK293 NOD2/NF-kB: NOD2 signaling inhibitors, cell-based, luminescence, uHTS, HEK293 (AID 1566) | HEK293 NOD2/NF-kB luciferase reporter, luminescence; higher % means a stronger effect | inhibition, % at 4 µM, or EC50 in µM where a hit was titrated | 290,000 tested, 0.63% active; in the data active means inhibition above about 50%; further: many of its hits are not listed in these tables
Dynein transport cytoplasmic EGFP: further read-out of Dynein transport, marked with its call; z-score; measured here: cytoplasmic GR-EGFP intensity; active compounds read high
Dynein transport nuclear GR-EGFP: also measured in Dynein transport; calls as there; z-score; measured here: nuclear GR-EGFP intensity;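 lower value marks the stronger effect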
Dynein transport cell count: also measured in Dynein transport; calls as there; z-score; measured here: cell count per field
Ins promoter up cell count: second read-out of Ins promoter up, no call of its own (marks repeat the call); cell count; measured here: cytotoxicity, nuclei count;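 total cells summed across four imaged fields per well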
bCat nuc transl cell count 5 µM: also measured in bCat nuc transl; calls as there; cell count; measured here: cell count, cytotoxicity flag
MT stabilize HCS Hoechst-high %: second read-out of MT stabilize HCS, no call of its own (marks repeat the call); % Hoechst-high responders; measured here: nuclear condensation Hoechst responders;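 share of cells brighter than vehicle mean plus two SD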
MT stabilize HCS cytotoxicity %: recorded beside MT stabilize HCS, whose call it bears; toxicity, %; measured here: cytotoxicity by cell density;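 0% = mean cell density of plate MIN control wells and 100% = no cells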
Autophagy HCS cell loss 18 h: second read-out of Autophagy HCS, no call of its own (marks repeat the call); toxicity, %; measured here: cell loss, nuclei count;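 cell loss after 18 h compound exposure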
An asterisk follows results filed as active; i = inactive; x = not tested or not shown. These rows are one share of the data; count on the stated rates, not on these rows.

SMILES	NOD1 inhibition	Ins promoter up	Ins promoter up cell count	MT stabilize HCS	MT stabilize HCS Hoechst-high %	MT stabilize HCS cytotoxicity %	Yfh1-depleted yeast	bCat nuc transl	bCat nuc transl cell count 5 µM	Dynein transport	Dynein transport cytoplasmic EGFP	Dynein transport nuclear GR-EGFP	Dynein transport cell count	M17LAP inhibition	Autophagy HCS	Autophagy HCS cell loss 18 h	HEK293 NOD2/NF-kB
CCOC(=O)c1[nH]c(C)c(CN(Cc2ccco2)C(=O)C(F)(F)F)c1C	8.8%	-0.64	1410	10.5	1.9	1.7	i	-2.6	998	2.1	-0.179	1.56	-1.48	-8.0%	i	3.5	3.0%
CC(C)Cn1c(N)c(C(=O)COC(=O)c2ccc3ccccc3n2)c(=O)n(C)c1=O	x	x	x	5.7	2.1	13.3	i	x	x	-0.274	-0.217	-0.0334	0.341	1.8%	i	-0.2	x
CCCn1c(SCC(=O)Nc2cc(Cl)ccc2Cl)n[nH]c1=O	-23.5%	0.11	1293	2.3	2.8	7.0	i	-3.6	1150	-0.21	-0.312	0.393	0.307	-2.5%	i	1.3	11.3%
CC(C(=O)O)N1CCCCC1 (stereo not given)	-3.1%	0.44	1081	x	x	x	i	1.5	1384	0.398	-0.185	0.782	-1.07	-5.1%	x	x	5.2%
Cc1ccc(OCc2nnc(NC(=O)c3ccco3)s2)cc1	4.5%	0.09	935	3.8	3.3	5.3	i	-4.3	1233	0.67	-0.0274	0.402	-0.366	-7.7%	i	-2.5	-4.0%
COc1ccc(C2CC(c3cccs3)=NN2C(=O)CSc2nc3ccccc3s2)cc1 (stereo not given)	-0.4%	-1.19	1391	2.1	2.9	12.3	i	0.4	1100	0.193	-0.163	0.278	0.00792	9.0%	i	10.2	8.3%
Cc1cccnc1NC(=O)C(C)N1C(=O)c2ccccc2C1=O (stereo not given)	-0.1%	x	x	x	x	x	x	0.1	1343	0.371	0.323	0.812	-0.58	x	x	x	6.3%
Cc1ccc(-n2ncc3c(NNC(=O)c4cccs4)ncnc32)cc1	-27.7%	0	1100	1.9	2.1	6.3	i	x	x	0.19	-0.249	-0.232	0.372	6.1%	i	23.4	4.1%
Cc1ccc(C(=O)c2ccccc2C(=O)OCC(=O)NCCc2ccc(Cl)cc2Cl)cc1	-25.2%	-0.26	1503	2.1	2.2	5.4	i	-3.7	1089	-0.155	-0.291	-0.263	0.051	-16.0%	i	6.1	2.2%
Cc1c(C(=O)NCCN2CCOCC2)oc2ccccc12	-22.2%	0.4	1202	1.9	2.3	26.0	i	x	x	-0.475	-0.0989	-0.132	0.213	4.5%	i	-0.6	12.3%
O=[N+]([O-])c1ccccc1OCCCn1cnc2ccccc21	-35.4%	-0.55	1451	10.3	4.0	9.7	i	2.9	1033	0.464	-0.305	0.881	-0.138	27.6%	i	12.3	-86.8%
OC(COCCOc1ccc(Br)cc1)CN1CCN(Cc2ccccc2)CC1 (stereo not given)	-7.2%	-0.37	1030	6.2	1.8	4.3	i	-0.6	503	2.39	-0.0297	1.6	-2.13	9.2%	i	12.1	3.7%
COc1ccccc1NC(=O)CCN1CCN(C)CC1	8.4%	0.41	1451	1.4	0.8	1.3	i	-0.7	1024	0.348	0.0182	0.976	-0.00288	-0.3%	i	-13.2	-35.9%
CCN(Cc1ccccc1)CC(O)COc1ccccc1 (stereo not given)	10.9%	x	x	1.6	1.2	5.9	i	3.8	945	-0.768	-0.193	-0.456	1.24	-4.4%	i	-6.2	-18.3%
COc1ccccc1NC(=O)Cc1nc(CCl)cs1	2.1%	-0.32	1312	3.2	2.5	2.4	i	-0.1	893	-0.573	-0.223	-0.292	0.611	15.0%	i	-4.0	5.7%
Nc1nc(N2CCCCC2)nc2ccccc12	-19.8%	-0.68	1396	4.5	2.7	8.3	x	-4.9	872	-0.497	-0.162	-0.0296	-0.23	-13.6%	i	0.5	-20.9%
CCOc1cc(N2CCOCC2)c(OCC)cc1NC(=O)CSc1n[nH]c(N)n1	8.6%	0.39	987	1.0	1.3	0.8	i	-4.4	1122	0.527	-0.172	0.343	-0.634	31.0%	i	0.7	-11.6%
Cn1nc(C(C)(C)C)c([N+](=O)[O-])c1C(=O)Nc1ccccc1	15.0%	0.51	1205	2.9	3.6	7.8	i	0.9	469	-0.154	-0.295	-0.463	0.248	8.5%	i	10.1	10.6%
CC1CCc2c(sc3ncn4c(SCC(=O)NCc5ccco5)nnc4c23)C1 (stereo not given)	-24.5%	-0.25	1065	1.4	1.8	8.7	i	-1.5	1115	0.832	-0.173	0.388	-0.718	3.9%	i	-14.7	11.9%
Cc1cccc(-c2nc3cc([N+](=O)[O-])ccc3o2)c1	-41.0%	0.87	1330	2.6	2.2	1.5	i	1.1	1491	0.172	-0.211	0.213	0.486	2.3%	i	0.7	-110.4%
C/C(=N\N=C(N)N)c1ccc(Cl)cc1Cl	-19.8%	-0.42	1120	3.0	3.7	3.1	i	-0.3	1037	-0.121	-0.365	-0.423	0.238	8.8%	i	7.4	10.0%
CC(C)(CN1CCN(Cc2ccccc2)CC1)NS(=O)(=O)c1ccc(Cl)cc1	-10.1%	-0.02	1049	x	x	x	i	0.0	1419	0.433	-0.169	0.0991	-1.16	-7.2%	x	x	3.9%
COCC(=O)Nc1nc2n(n1)C(c1ccccc1Cl)CC(c1ccc(OC)cc1)N2 (stereo not given)	-0.5%	0.19	961	5.0	2.1	7.5	i	-1.8	1186	0.307	-0.257	0.399	-0.626	-68.1%	i	-10.9	0.8%
COc1ccccc1N1CCN(C(c2ccc(Cl)cc2)c2nnnn2C(C)(C)C)CC1 (stereo not given)	-13.9%	-0.54	1267	2.7	2.6	10.1	i	-0.2	1145	-0.921	0.249	-0.248	0.554	5.3%	i	-0.4	-21.9%
COCCCNC(=S)NNC(=S)Nc1ccc(F)cc1F	-4.3%	x	x	1.9	1.1	5.6	i	x	x	-0.583	0.0202	-0.0321	0.483	17.7%	i	-8.7	-7.3%
CCCCNS(=O)(=O)c1ccc(OC)c(C)c1	-22.0%	x	x	2.5	1.7	5.0	i	-0.8	1218	-0.45	-0.0682	-0.568	-0.299	-16.4%	i	-4.9	6.4%
CN1CCC(=NNC(=O)CSc2ccc(Cl)cc2)CC1	-38.2%	-0.11	1485	2.0	1.4	3.6	i	-2.5	1019	-0.655	-0.379	0.0227	0.384	0.0%	i	7.4	2.1%
c1ccc(Cn2nnc3c(N4CCOCC4)ncnc32)cc1	-15.9%	1.07	1790	4.7	3.4	3.1	i	-0.3	1083	-0.884	-0.0993	-0.201	0.0174	-1.6%	x	x	-2.2%
COc1ccccc1NC(=O)Cc1csc(NC(=S)Nc2ccccc2)n1	31.2%	0.17	1523	2.3	1.5	3.8	i	2.9	1347	-0.133	-0.2	0.635	0.277	3.2%	i	18.8	13.2%
Nc1nc(-c2cccc(Br)c2)cs1	-18.2%	x	x	1.7	0.9	4.3	i	-12.8	928	-0.738	-0.00026	-0.407	0.782	-1.4%	i	0.4	-12.4%
FC(F)(F)c1cccc(-c2nnc3ccc(C(F)(F)F)cn23)c1	13.9%	-0.37	1028	5.2	1.7	12.5	i	0.9	1215	3.94	-0.0803	2.61	-1.59	-7.1%	i	17.1	9.4%
O=C(/C=C/c1ccco1)NC1=NCCS1	-31.1%	x	x	3.7	3.6	7.6	i	0.6	968	0.954	-0.196	0.613	-1.3	23.5%	i	10.4	-34.7%
N#CC1=C(N)Oc2cc(O)ccc2C1c1cccnc1 (stereo not given)	-17.9%	0.38	1496	2.1	1.6	4.4	i	-3.8	1166	-0.0125	-0.175	-0.0247	0.675	-7.5%	i	10.4	23.0%
COC(=O)c1cc(C(=O)OC)cc(N2C(=O)CC(NNC(=O)c3ccccc3Cl)C2=O)c1 (stereo not given)	-21.4%	0.17	1337	7.2	2.2	6.6	i	0.2	870	-0.681	-0.309	-0.468	0.608	9.4%	i	-7.4	17.6%
Cc1ccc(-c2cnc(NCc3cc4c(cc3[N+](=O)[O-])OCO4)n2C)cc1C	-17.0%	-1.06	1348	3.4	4.0	2.2	i	1.1	1572	0.543	-0.147	0.497	-0.97	4.8%	i	4.3	8.8%
CN(C(=O)COC(=O)C1CCN(S(=O)(=O)c2cccs2)CC1)C1CCS(=O)(=O)C1 (stereo not given)	-15.1%	0.55	1575	3.5	2.3	4.9	i	0.6	976	0.503	-0.284	0.435	0.0233	-10.9%	i	5.4	-12.0%
COc1ccccc1Oc1ccc(NC(=O)c2ccccc2C)cc1	-26.4%	-0.25	1541	5.4	1.8	2.7	i	0.2	1065	1.28	-0.313	0.394	-0.583	-4.6%	i	4.2	-9.1%
CC1(C)CC2(CCO1)OC(=O)CC2C(=O)NCCc1ccccc1 (stereo not given)	-70.8%	0.46	1434	4.2	1.6	8.3	i	0.9	1377	0.525	0.0592	0.93	-2.43	1.6%	i	0.9	-3.1%
CC(=O)C1=C(C)NC2=C(C(=O)c3ccccc32)C1c1ccccc1 (stereo not given)	14.4%	-1.47	1281	2.0	1.9	4.9	i	-0.5	1120	-0.839	-0.264	-0.328	0.968	-1.2%	i	14.2	17.9%
Cn1cc(P(=S)(N2CCOCC2)N2CCOCC2)cc1P(=S)(N1CCOCC1)N1CCOCC1	-25.9%	-0.35	1176	1.9	2.4	3.5	i	0.7	1102	-0.355	-0.0478	0.292	-0.149	5.2%	i	4.3	10.6%
